# High-throughput results deposited in PubChem by several laboratories.
# HCT116 bCat-KO = beta-catenin-lacking colon tumor cell growth suppression | AID 818 | viability, % at 10 µM | HCT116 beta-catenin knockout viability, CellTiter-Glo, 60 h; active compounds read low | 1.5% of 140,000 active;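 active = viability at or under a set limit, the compound median less 4 SD, cut at about 6% in these data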;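 also: 0% = Hyamine 1622 control at 20 µM and 100% = untreated cell control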
# MRP1 act = MRP-1 activation; H69AR cells + doxorubicin, viability rescue, CellTiter-Glo; viability increase, % at 10 µM; 0.61% of 140,000 active;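 active = viability gain under doxorubicin at or above a set limit, the compound median plus 3 SD, cut at about 4.7% in these data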;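 also: MRP-1 overexpressing cells given doxorubicin 25 µM after compound pretreatment; 18-22 h compound pretreatment then 72 h with doxorubicin before readout; 0% = doxorubicin-only wells and 100% = vehicle-treated cells without doxorubicin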
# GALR2 blocker = antagonists of human galanin receptor 2 (GALR2). GALR2-expressing cells, antagonist mode. inhibition, % at 4 µM. O43603. 0.39% of 140,000 active; in the data active = inhibition above about 27%;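 also: cells stimulated with galanin 1-16 at roughly its EC80; 0% = agonist challenge control and 100% = basal control without agonist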
# Target sequence (O43603 whole entry, looked up): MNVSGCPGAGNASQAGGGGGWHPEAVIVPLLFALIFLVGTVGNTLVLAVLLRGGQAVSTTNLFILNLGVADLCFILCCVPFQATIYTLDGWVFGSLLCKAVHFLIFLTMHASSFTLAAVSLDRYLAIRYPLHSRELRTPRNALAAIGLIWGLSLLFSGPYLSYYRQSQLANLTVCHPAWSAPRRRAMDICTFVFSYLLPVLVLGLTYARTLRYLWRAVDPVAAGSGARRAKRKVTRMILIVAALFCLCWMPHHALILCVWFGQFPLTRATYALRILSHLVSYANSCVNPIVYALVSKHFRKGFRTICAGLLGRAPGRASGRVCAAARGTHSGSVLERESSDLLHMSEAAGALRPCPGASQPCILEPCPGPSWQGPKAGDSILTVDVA
# Phagocytosis inh = inhibitors of macrophage phagocytosis; inhibition, % at 5 µM; J774A.1 macrophage IgG-bead phagocytosis, imaging; 0.07% of 110,000 active;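 active = inhibition above the mean of the plate negative controls plus 5 SD, cut at about 13% in these data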;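 also: phagocytic index as fraction of beads internalized from green versus red external bead signal; plate controls were DMSO negative control for no effect and cytochalasin-D positive control for full effect; some results beyond the cut were filed as inactive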
# BB579 growth dn = yeast BB579 growth reduction in restrictive medium; S. cerevisiae BB579 growth, OD615, 48 h; inhibition, % at 10 µM; 0.51% of 140,000 active;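 active = inhibition above a set limit, 3 SD over the mean compound inhibition, cut at about 44% in these data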; also: inactives centre near -24
#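 Assay system – yeast BB579 (DeaD) · Dosing – single compound dose of 10 µM, 0.25% DMSO final · Detection – OD615 turbidity measurement · Buffer or medium – CSMM-D restrictive synthetic medium containing dextrose (glucose) · Benchmarks – positive control amphotericin B 10 µg/mL · Incubation – 48 h exposure, 30 °C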
# NPY Y2 blocker = NPY-Y2 (human) receptor antagonism. inhibition, % at 2.7 µM. 0.99% of 140,000 active. NPY-Y2 expressing cells, antagonist mode; in the data active = inhibition above about 17%;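 also: 0% = vehicle with agonist challenge and 100% = reference antagonist with challenge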
# Target sequence (P49146 whole entry, looked up): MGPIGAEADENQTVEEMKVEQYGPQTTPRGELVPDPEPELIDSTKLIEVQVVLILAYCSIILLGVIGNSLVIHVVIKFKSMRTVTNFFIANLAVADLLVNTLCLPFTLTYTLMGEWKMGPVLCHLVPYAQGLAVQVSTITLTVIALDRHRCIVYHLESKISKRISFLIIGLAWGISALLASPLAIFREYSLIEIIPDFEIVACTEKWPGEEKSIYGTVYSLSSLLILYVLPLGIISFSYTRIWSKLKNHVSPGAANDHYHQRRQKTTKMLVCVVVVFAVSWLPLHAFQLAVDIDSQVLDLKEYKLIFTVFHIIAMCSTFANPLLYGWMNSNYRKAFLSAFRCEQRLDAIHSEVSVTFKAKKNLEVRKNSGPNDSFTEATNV
# E-sel TNF inh = TNF alpha driven E-selectin expression inhibition; HUVEC TNFa-induced E-selectin immunofluorescence, high content; inhibition, % at 2 µM; 0.71% of 120,000 active; AID 1246;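 active = inhibition above the batch mean plus 3 SD, and confirmed as a hit on visual image review, cut at about 43% in these data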;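 also: 0% = TNF-stimulated DMSO wells and 100% = unstimulated control wells; not every result past the cut was called active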
# Measles CPE = protection of cells from measles virus; Measles virus-infected cells, CPE protection, absorbance; 1.5% of 140,000 active; AID 841; protection (pct of control), % at 4 µM; in the data active = protection mostly above about 24%, no sharp cut-off; inactive = mostly below about 26%; also: some compounds called inactive have numbers as strong as hits
# Yeast lifespan up = yeast lifespan extension. S. cerevisiae growth with nicotinamide, OD615; deaD strain in restrictive glucose medium. inhibition of the nicotinamide effect, % at 10 µM. 0.68% of 130,000 active. AID 775;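 active = inhibition above a set limit, placed 3 SD over the median of all compounds, cut at about 26% in these data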;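 also: 0% = nicotinamide-treated wells and 100% = cells grown without nicotinamide; some compounds called inactive have numbers as strong as hits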
#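 Assay system: engineered S. cerevisiae DeaD replicative-lifespan strain, galactose-grown log-phase cells; medium: restrictive CSMM-D dextrose medium; also added: nicotinamide, 1.5 mM, co-present with compound; schedule: 48 h compound exposure at 30 °C, humidified; detection: absorbance at 615 nm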
# PTEN del growth = suppresses growth of cells with PTEN deletion; HCT116 PTEN-null viability, CellTiter-Glo, 60 h; active compounds read low; viability, % at 10 µM; 1.2% of 140,000 active; AID 827;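 active = viability at or below a set limit, 4 SD under the median of all tested compounds, cut at about 3.7% in these data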;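 also: PTEN knockout HCT116 line with beta catenin targeted HCT116 as companion control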
# Starred values were filed as active, the others as inactive; nt = not tested or not shown.
SMILES,HCT116 bCat-KO,MRP1 act,GALR2 blocker,Phagocytosis inh,BB579 growth dn,NPY Y2 blocker,E-sel TNF inh,Measles CPE,Yeast lifespan up,PTEN del growth
Cc1nnc(SCc2ccccc2)n1CC1CCCO1 (stereo not given),102,-0.6,-5,0,2,-2,16,5,-6,98
Cc1c(C2(O)C(=O)Nc3ccc(F)cc32)c(=O)n(-c2ccccc2)n1C (stereo not given),96,-2.4,4,0,-39,0,-9,27,14,90
COc1ccc(/C=N/NC(=O)C(C)n2nnc3ccccc32)cc1OC (stereo not given),106,-0.5,-6,0,-34,8,22,11,-4,108
CCNC(=S)NNC(=O)c1ccc(OC(F)F)cc1,98,-1.5,5,4,-7,2,-30,14,-5,93
CC(=O)c1c(CC(=O)O)[nH]n(-c2nc3ccccc3s2)c1=O,52,-1.5,-8,1,-22,1,nt,6,-8,47
Cc1ccccc1CN(c1ccc(C(=O)NCC2CCCO2)cc1)S(C)(=O)=O (stereo not given),96,-2.0,-2,-2,-19,2,9,12,-1,98
CCOc1cc(S(=O)(=O)NCCc2ccc(OC)c(OC)c2)c(OCC)cc1-n1cnnn1,92,-1.5,-17,-1,-3,3,4,20,-2,109
O=C(O)CCC(=O)NNC(=O)c1ccc(Br)cc1,95,1.0,0,2,-12,2,nt,5,-1,97
O=S(=O)(c1ccc(Cl)c(F)c1)N1CCC(c2nc(-c3ccncc3)no2)CC1,97,-1.8,3,nt,-36,2,10,3,-11,88
CC1(C)NC(=O)N(CC(O)COc2cccc(F)c2)C1=O (stereo not given),96,-0.5,9,0,15,-1,nt,21,-6,87
Cc1nc(NCc2ccccn2)c2ccccc2n1,67,2.2,26,0,-33,2,0,6,-11,55
Cc1ccnc(SCc2cc(=O)c(OC(=O)c3ccco3)co2)n1,89,-2.4,2,-13,-18,9,nt,14,42*,98
COc1ccc(CN2C(=O)CCC2(C)C(=O)NCc2cccnc2)c(OC)c1 (stereo not given),98,0.1,-10,1,-19,1,22,4,-7,90
Cc1ccccc1Cn1ccc(NC(=O)c2nn(C)cc2[N+](=O)[O-])n1,3.8*,-2.4,5,-9,-4,0,nt,9,4,2.1*
Oc1c(CN2CCCCC2)cc(COCc2ccccc2)c2cccnc12,1.7*,-2.7,14,2,-39,0,nt,3,-1,2.2*
O=C(COc1ccc(/C=N/NC(=O)c2ccc(O)cc2)cc1)Nc1ccc([N+](=O)[O-])cc1,64,-2.1,1,nt,-18,0,-1,40*,-3,60
NS(=O)(=O)c1cccc(NC(=O)COC(=O)c2cc(-c3ccc(Cl)cc3)nc3ccccc23)c1,48,1.2,-6,0,-29,1,-8,8,0,36
O=C(NCCCN1CCOCC1)c1ccccc1,100,1.2,5,-1,-68,0,6,21,3,114
Cc1ccccc1OCC(=O)Nc1ccccc1N1CCCCC1,75,-2.8,-9,1,-4,7,-1,3,-10,72
CCOc1ccc(C(=O)/C=C/Nc2ccc(S(=O)(=O)Nc3onc(C)c3C)cc2)cc1,76,-0.6,13,-8,-23,0,1,10,4,88
O=C(NCc1ccccc1)Oc1cccc(Cl)c1,83,0.7,6,nt,-35,3,-31,2,nt,94
Cc1coc(NC(=O)CSc2nc(-c3ccc(Cl)cc3)cc(C(F)(F)F)c2C#N)n1,79,-1.5,-5,0,-26,2,-10,20,-11,80
CCN=C(Nc1ccc(Cl)cc1)c1cccnc1,98,-0.1,7,nt,-48,0,-14,4,-7,106
N#CCSc1nnc(CNc2ccc(F)cc2)o1,94,0.5,-14,nt,-34,0,40,36,nt,90
O=C1COc2ccc(C(=O)COC(=O)Cn3cnc4ccccc43)cc2N1,100,1.6,-5,0,-66,0,-32,27,-2,109
COc1ccc(C2NC(=O)NC3=C2CCc2ccccc23)cc1 (stereo not given),37,-4.5,13,0,-22,4,-5,13,-15,25
COc1cc(/C=C2\SC(=O)N(CCNC(=O)c3cnc(C)cn3)C2=O)cc(OC)c1OC,74,-1.4,3,6,-13,0,nt,17,-6,81
CC(=O)Nc1ccc(S(=O)(=O)NCCc2cc3c(C)ccc(C)c3[nH]c2=O)cc1,94,0.5,2,-1,22,2,-16,19,-1,95
CCOC(=O)N1CCN(C2=CC(=O)OC23CCCCC3)CC1,109,0.0,-8,2,-8,3,14,18,-13,105
CCCCn1c(=O)n(CC(=O)Nc2ccc(OC)c(Cl)c2)c(=O)c2c1nc(CO)n2CCC,94,-3.4,5,-2,-8,3,7,10,-7,88
CCc1c(C(=O)Nc2ccc(OC)c(Cl)c2)[nH]c(C)c1C(C)=O,85,-3.0,-6,nt,-14,1,nt,15,-6,85
COc1ccc(C(=O)n2cc(C(=O)c3cc(C)ccc3O)cn2)cc1OC,94,-0.1,-1,3,-29,2,nt,4,21,94
Cc1cccc(C)c1NS(=O)(=O)c1c(C)[nH]c(=O)[nH]c1=O,105,-2.0,6,-2,1,-2,nt,21,-1,97
COCCCNC(=O)CS(=O)Cc1nc(-c2cccc(OC)c2)oc1C (stereo not given),89,-2.1,-4,0,-15,0,-62,39*,-4,92
CCOC(=O)c1nn(-c2ccccc2)c(-c2ccccc2)c1C(=O)c1ccccc1,82,-2.1,-4,nt,-39,3,30,9,4,75
O=C(CCCC(=O)N1CCN(c2ccccc2F)CC1)N1CCN(c2ccccc2F)CC1,82,1.4,-3,-1,-10,8,nt,4,-11,94
NC(=O)c1ccccc1NC(=O)/C=C/c1ccc(Cl)cc1,68,1.2,8,0,-53,5,-6,6,-13,73
N=C1SC(c2ccccc2)C(=O)N1c1ncc(Cc2ccccc2)s1 (stereo not given),26,-3.6,-9,-3,-39,7,-39,15,0,26
Cc1cc2ncn(C(=O)N3CCCCC3)c2cc1C,105,0.4,-3,-1,0,1,15,7,-7,98
O=C(/C=C/c1cccc([N+](=O)[O-])c1)Nc1cccc(NC(=O)c2cccs2)c1,65,2.4,11,-3,-13,-2,nt,6,0,54
NC(=O)CNC(=O)[C@@H]1CC2(CC(c3cccc([N+](=O)[O-])c3)=NO2)CN1C(=O)c1ccccc1 (stereo not given in full),101,-3.0,9,nt,14,3,-36,10,-6,93
O=C(Nc1nc2ccccc2s1)c1ccc2c(c1)OCO2,76,-0.7,21,-8,-18,2,nt,3,-6,76
CC1CCN(C(=O)CN(c2ccc3c(c2)OCO3)S(C)(=O)=O)CC1,88,-3.0,4,-1,-25,0,-23,5,-1,93
Oc1ccc(N=Nc2cccc(C(F)(F)F)c2)cc1C=Nc1ccc(N2CCOCC2)cc1,4.1*,-4.4,-20,-11,11,-1,nt,23,-5,4
Clc1ccc(C(c2nnnn2CCc2ccccc2)N2CCSCC2)cc1 (stereo not given),75,-1.5,-6,-1,-52,6,-23,4,-4,80
Cc1ccc(NC2=NCC(=O)N2C2CCCC2)c(C)c1,97,-3.0,-1,nt,10,5,-1,25,nt,93
COc1cc2c(cc1OC)C(c1ccccc1)N(C(=O)CCl)CC2 (stereo not given),1.9*,-2.3,24,-2,-2,2,15,8,-10,2.0*
O=C1C2C(C(=O)N1/N=C/c1cc(Br)cc([N+](=O)[O-])c1O)C1C=CC2C12CC2 (stereo not given),93,-0.6,2,0,42,7,8,6,-18,100
CCOC(=O)c1sc(=S)n(-c2ccc(Cl)cc2)c1SC,97,-0.2,1,nt,-22,5,-30,31,3,92
Cc1occc1C(=O)NC1CCCCCCC1,90,0.9,2,-2,-1,5,12,28*,6,95
COc1ccc(N2C(=O)CCC(C(=O)N(C)C3CCCCC3)C2c2ccc(OC)c(OC)c2)cc1 (stereo not given),90,-1.0,5,-2,-33,1,4,3,-4,99
COc1ccc(-n2c(SCC(=O)Nc3nccs3)nc3c(c2=O)SCC3)cc1,94,-1.1,6,0,-71,5,nt,18,-6,96
Clc1ccc(-c2nnc3n2CCCC3)cc1Cl,102,-2.9,9,nt,-19,1,6,4,-8,91
O=S(=O)(c1cccc(C(F)(F)F)c1)N1CCC(c2cc(-c3cccc4ccccc34)n[nH]2)CC1,35,-6.3,-6,nt,-52,-2,0,1,0,38
COC(=O)COc1ccc(S(=O)(=O)Nc2ccc(NC(C)=O)cc2)cc1,97,-2.5,-6,1,-9,3,5,1,-9,99
COc1ccc2c(c1)C(=O)N(c1ccccc1OC)C(=O)C2,87,-0.4,3,-2,-64,0,-7,3,-8,100
Cc1cc(C)n(C(=O)COc2ccccc2C)n1,105,-1.0,19,nt,-55,3,4,9,nt,97
Clc1ccccc1Cn1nnc2c(N3CCOCC3)nc(C3CC3)nc21,91,2.2,2,nt,-33,-3,-7,8,-8,76
O=C(NCCCN1CCOCC1)c1cccs1,109,-0.3,-2,0,8,2,-28,10,-11,108
CC(C)CNC(=S)NNC(=O)c1ccc(OC(F)F)cc1,106,0.2,-2,-3,-42,2,-25,nt,-12,110

# In another format: entries from further up
# Results follow in this order: HCT116 bCat-KO, MRP1 act, GALR2 blocker, Phagocytosis inh, BB579 growth dn, NPY Y2 blocker, E-sel TNF inh, Measles CPE, Yeast lifespan up, PTEN del growth
> Clc1ccc(-c2nnc3n2CCCC3)cc1Cl
 : 102, -2.9, 9, nt, -19, 1, 6, 4, -8, 91
> O=S(=O)(c1cccc(C(F)(F)F)c1)N1CCC(c2cc(-c3cccc4ccccc34)n[nH]2)CC1
 : 35, -6.3, -6, nt, -52, -2, 0, 1, 0, 38

# Next structures follow.
SMILES,HCT116 bCat-KO,MRP1 act,GALR2 blocker,Phagocytosis inh,BB579 growth dn,NPY Y2 blocker,E-sel TNF inh,Measles CPE,Yeast lifespan up,PTEN del growth
CCCn1nnc(NC(=O)c2cccnc2Cl)n1,95,-1.8,2,nt,-23,2,-28,1,nt,93
O=c1ccccn1CCOc1ccccc1Cl,91,-1.1,9,-2,-35,1,nt,7,-2,95
CCc1ccc(NCc2nc(-c3ccccc3)no2)cc1,96,0.4,-3,-1,4,2,4,3,-3,96
COc1ccc(C2/C(=C(/O)c3ccccc3)C(=O)C(=O)N2C)cc1 (stereo not given),113,0.3,-1,-1,3,3,2,2,-10,101
CC(=O)Nc1ccc(S(=O)(=O)Nc2c(C)n(C)n(-c3ccccc3)c2=O)cc1,97,-0.2,3,2,-39,0,3,25,-9,103
COc1cccc(C(=O)Cn2c(N3CCCCC3)nc3c2c(=O)n(C)c(=O)n3C)c1,93,-3.2,-3,0,-1,0,-26,11,-4,87
Cn1c(NC(=O)c2ccccc2Br)cc(=O)n(C)c1=O,95,-1.6,-2,-2,-10,-1,-9,25,-2,91
CC(=O)N1c2ccc([N+](=O)[O-])cc2NC(=O)CC1C (stereo not given),93,0.0,-5,-2,-53,-1,nt,6,15,94
COc1ccc(C2NC(C(=O)O)Cc3c2[nH]c2ccccc32)cc1OC (stereo not given),93,-2.3,-2,0,-20,3,13,4,5,92
CCCNC(=O)CN(C)S(=O)(=O)c1ccc(F)cc1,97,-0.5,7,9,-23,2,16,33,1,95
CCCOc1ccccc1C(=O)N(Cc1ccco1)C1CCS(=O)(=O)C1 (stereo not given),94,-4.3,-1,3,-25,1,0,10,14,94
Cc1ccc(NC(=O)CN(C)S(=O)(=O)c2cccs2)cc1F,89,0.8,9,nt,-5,-1,4,13,-6,85
CCOC(=O)/C(C#N)=c1/s/c(=C2\C=Cc3ccccc3N2CC)c(=O)n1CC,103,-0.4,2,4,-58,-1,2,5,-6,96
